Dynein transport: dynein cargo transport inhibition. 3617.4 mouse cells, GR-EGFP nuclear translocation imaging; test concentration mostly 20 µM; stimulated with dexamethasone, 1 µM; stronger effect = lower value. z-score, hits read low. actives 0.47% (n = 220,000). AID 1381;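 active = plate z-score of nuclear minus cytoplasmic receptor signal below a set negative limit, without overly bright fluorescence or cell loss, cut at about -3.5 in these data, passing the limit was not always enough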;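 note: z-score of nuclear minus cytoplasmic ring GR-EGFP intensity difference per well; some compounds called inactive have numbers as strong as hits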
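medium = tetracycline-free induction medium containing charcoal-stripped FBS | also added = 1.0 µM final dexamethasone stimulus | schedule = 48 h induction, 1 h compound, 30 min dex at 37 °C | technique = fixed, Hoechst-stained cells imaged at 10x for EGFP | measure = GR-EGFP nuclear translocation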
Autophagy HCS: alters autophagy in cells. calls only at 10 µM (by protocol). actives 0.98% (n = 190,000). MEF GFP-LC3 puncta imaging; test concentration mostly 10 µM;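 active = percentage of spot-positive cells more than 3 SD above its plate mean, without a fluorescence outlier flag or 80% toxicity; inconclusive = no clear call, values can overlap the other calls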;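 note: spot-positive cell cutoff set from DMSO-treated cells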
Insulin prom up: MIN6 insulin promoter up-regulation. MIN6 insulin promoter-GFP reporter, high-content imaging; stronger effect = higher value. actives 0.3% (n = 190,000). AID 1625. z-score at 5 µM;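 active = z-score above 3 at 5 µM with at least 500 cells counted in the well; inconclusive = wells under 500 cells, flagged as cytotoxic or low count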
WT yeast gro inh: growth inhibition of WT yeast, mitochondrial fusion screen. mitochondrial fusion phenotypic screen, WT strain. inhibition, % at 10 µM. actives 2.1% (n = 190,000). AID 1362; in the data active = inhibition above about 58%; tested in S. cerevisiae
PMI inhibitors: MPI enzyme activity inhibition – biochemical, fluorescence intensity, coupled assay, primary screen (AID 1209). purified PMI enzyme, coupled fluorescence intensity; higher % means a stronger effect. inhibition, % at 20 µM, or IC50 in µM where a hit was titrated. actives 0.42% (n = 190,000);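 note: plate controls were DMSO vehicle for no effect and wells lacking substrate for full effect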
Yfh1-depleted yeast: enhancers of respiration in Yfh1-depleted yeast, dose response, Friedreich's ataxia, plus single-dose screen (AID 1465). actives 0.074% (n = 220,000). fold induction at 50 µM; hits with a dose series show EC50 in µM. S. cerevisiae Yfh1-off respiration, WST-1 reduction, 72 h; higher fold induction means a stronger effect;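 active = fold induction of absorbance versus untreated yeast above a set limit, then at least 30% activation at any dose in follow-up; inconclusive = repeats straddling the limit, or above it without dose testing; inactive = fold induction below the set limit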;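 note: activators that raise dye reduction in frataxin-depleted yeast; strong numbers were not always called active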
bCat nuc transl: beta-catenin nuclear translocation modulation. HeLa beta-catenin nuclear translocation, immunofluorescence imaging. nuclear translocation activity, % at 5 µM. actives 0.3% (n = 190,000). AID 1665;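 active = nuclear translocation activity above 50% at 5 µM, with a well cell count of 50 or more; inconclusive = wells under 50 cells across six images, flagged as toxic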;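 note: per-cell ratio of nuclear to cytoplasmic median beta-catenin stain intensity; plate controls were DMSO negative control for no effect and GSK-3 inhibitor IX positive control for full effect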
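Signal – beta-catenin immunofluorescence imaging with DAPI · Test system – human HeLa cell line · Dosing – 5 µM primary single dose, 0.1% DMSO, 0.02–20 µM confirmation series · Measure – % activation, nuclear-to-cytoplasmic median beta-catenin signal ratio per cell · Incubation – 24 h compound exposure at 37°C, 5% CO2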
MT stabilize HCS: microtubule stabilizers in HeLa cells | actives 0.83% (n = 200,000) | HeLa tubulin immunostaining HCS, 24 h; share of cells brighter than vehicle mean+2SD | % tubulin-high responders, % at 10 µM | AID 2205;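 active = plate Z-score above 3 for both tubulin-high and condensed-nucleus cell shares, with cell loss under 80%, at 10 µM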;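 note: anti alpha tubulin signal scored within the nucleus-defined area of each cell; some results filed as inactive read as strong as hits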
PMI inhibition: MPI inhibition at elevated mannose 6-phosphate – biochemical, fluorescence intensity, high mannose 6-phosphate, primary screen (AID 1220); recombinant PMI enzyme, coupled fluorescence intensity; higher % means a stronger effect; inhibition, % at 20 µM, or IC50 in µM where a hit was titrated; actives 0.66% (n = 190,000)
WT yeast gro inh mutant strain: second read-out of WT yeast gro inh, no call of its own (marks repeat the call); inhibition, %; mitochondrial fusion phenotypic screen, mutant strain inhibition
Dynein transport cytoplasmic EGFP: second read-out of Dynein transport, no call of its own (marks repeat the call); z-score; measured here: cytoplasmic GR-EGFP intensity; stronger effect = higher value
Dynein transport nuclear GR-EGFP: also measured in Dynein transport; calls as there; z-score; measured here: nuclear GR-EGFP intensity;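 lower value marks the stronger effect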
Dynein transport cell count: recorded beside Dynein transport, whose call it bears; z-score; measured here: cell count per field
Insulin prom up cell count: also measured in Insulin prom up; calls as there; cell count; measured here: cytotoxicity, nuclei count;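 total cells summed across four imaged fields per well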
bCat nuc transl cell count 5 µM: second read-out of bCat nuc transl, no call of its own (marks repeat the call); cell count; measured here: cell count, cytotoxicity flag
MT stabilize HCS Hoechst-high %: recorded beside MT stabilize HCS, whose call it bears; % Hoechst-high responders; measured here: nuclear condensation Hoechst responders;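 share of cells brighter than vehicle mean plus two SD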
MT stabilize HCS cytotoxicity %: recorded beside MT stabilize HCS, whose call it bears; toxicity, %; measured here: cytotoxicity by cell density;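 0% = mean cell density of plate MIN control wells and 100% = no cells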
Autophagy HCS cell loss 18 h: further read-out of Autophagy HCS, marked with its call; toxicity, %; measured here: cell loss, nuclei count;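 cell loss after 18 h compound exposure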
* = called active by the depositor; i = inactive; ? = inconclusive; . = no result given. Cut-off read from the data, not from the text of the source, unless noted: active = inhibition above about 50%; inactive = the rest.

SMILES | Dynein transport | Dynein transport cytoplasmic EGFP | Dynein transport nuclear GR-EGFP | Dynein transport cell count | Autophagy HCS | Autophagy HCS cell loss 18 h | Insulin prom up | Insulin prom up cell count | WT yeast gro inh | WT yeast gro inh mutant strain | PMI inhibitors | Yfh1-depleted yeast | bCat nuc transl | bCat nuc transl cell count 5 µM | MT stabilize HCS | MT stabilize HCS Hoechst-high % | MT stabilize HCS cytotoxicity % | PMI inhibition
CC(C)(C)C(=O)Nc1nc2c(c(=O)[nH]1)CCCC2 | 1.4 | -0.25 | 0.7 | 0.15 | i | 15 | 0.64 | 1302 | 7 | 5 | -10% | i | -2.8 | 1111 | 4.4 | 2.5 | 0.9 | 0%
CCCC(=O)NC(=S)Nc1cccc(-c2nc3ncccc3o2)c1 | -0.16 | -0.22 | -0.074 | 0.23 | i | 9 | -0.31 | 1573 | 1 | 11 | 6% | i | 3.3 | 910 | 4.5 | 1.5 | 1.9 | 4%
CSc1ccc(CN2CCN(C(=O)c3ccc([N+](=O)[O-])cc3)CC2)cc1 | 0.92 | -0.28 | 0.55 | 0.13 | i | -15 | -0.95 | 1379 | -1 | 20 | 9% | i | 1.0 | 1531 | 1.5 | 1.1 | 4.1 | 7%
Cn1c(SCCOc2ccc(Cl)cc2)nnc1-c1ccncc1 | -0.69 | -0.28 | -0.048 | 0.52 | i | 9 | 1.4 | 1343 | 1 | -6 | 2% | i | -1.9 | 895 | 3.8 | 2.4 | 14 | -2%
O=C(NCc1ccc2c(c1)OCO2)C1CC(=O)N(C2CCCC2)C1 (stereo unspecified) | 0.13 | -0.19 | 0.082 | 0.33 | i | -3 | -0.2 | 1625 | 3 | 7 | -14% | i | -2.7 | 1392 | 1.8 | 1.5 | 6.7 | -6%
CSc1ccccc1NC(=O)CN(C)S(=O)(=O)c1ccc(F)cc1 | -0.57 | 0.93 | 0.042 | -0.27 | i | -4 | -0.32 | 841 | -7 | -10 | 7% | i | . | . | 1.8 | 1.2 | 8.1 | 8%
OC(COCc1cccs1)CN1CCN(c2ccccn2)CC1 (stereo unspecified) | 0.74 | -0.26 | 0.36 | -0.58 | i | -7 | -1.8 | 1253 | 1 | 0 | -3% | i | -7.7 | 989 | 2.6 | 3.9 | 9.8 | -5%
CCCOc1cccc(C(=O)NC(=S)Nc2cccc(NC(=O)c3ccccc3Cl)c2)c1 | -0.28 | -0.24 | -0.0089 | 0.65 | i | -4 | -0.14 | 1166 | 6 | -5 | 8% | i | -0.1 | 925 | 3.4 | 3.9 | 6.5 | -5%
NC(=O)/C(=C/c1ccco1)NC(=O)c1ccc(Br)o1 | 0.14 | -0.21 | 0.61 | 0.6 | i | -32 | . | . | . | . | . | i | . | . | 1.5 | 1.8 | 11 | .
COc1cccc(CN(C)CC(=O)NCc2ccccc2Cl)c1OC | -0.83 | -0.27 | -0.61 | 1.2 | i | 5 | 0.02 | 1280 | -7 | 5 | 0% | i | -2.4 | 1018 | 0.9 | 1.2 | 7.5 | -1%
Cc1ccc(N(C(=O)c2ccccn2)C2(C(=O)NC3CCCC3)CCCCC2)cc1 | -0.69 | 0.58 | -0.063 | 0.37 | i | -17 | -1.4 | 866 | 9 | -2 | -6% | i | . | . | 2.6 | 1.7 | 6.4 | -2%
CCC(C)NC(=O)c1ccccc1NC(=O)CN(c1cc(C)ccc1OC)S(C)(=O)=O (stereo unspecified) | 0.014 | -0.24 | -0.19 | 0.71 | i | 8 | 0.23 | 1512 | -3 | 8 | -4% | i | -3.2 | 1007 | 2.5 | 2.3 | 5.9 | -5%
NC(=O)CNC(=O)[C@@H]1CC2(CC(c3ccccc3)=NO2)CN1C(=O)c1ccc(Br)cc1 (stereo partly specified) | 1.1 | -0.19 | 0.88 | -0.46 | i | -25 | -0.34 | 1641 | -15 | -13 | 2% | i | -0.5 | 1347 | 3.2 | 1.7 | 6.1 | 9%
CC(C)=Cc1c(O)nc2ccccn2c1=O | 0.087 | -0.14 | 0.0034 | -0.25 | i | 1 | 0.3 | 1351 | 13 | 19 | -5% | i | -1.0 | 1010 | 0.9 | 0.8 | 3.0 | -3%
CCc1nnc(NCn2nc(C)cc2C)s1 | 0.25 | -0.34 | 0.31 | 0.31 | i | -1 | -0.58 | 1354 | -1 | 2 | 8% | i | -1.1 | 934 | 1.6 | 1.3 | 7.9 | 6%
OC(CNCc1ccccn1)c1ccccc1 (stereo unspecified) | -0.15 | -0.25 | -0.2 | 0.37 | i | 4 | 1.6 | 1508 | -12 | -10 | 8% | i | -1.5 | 1074 | 4.5 | 2.9 | 10 | -4%
Cc1ccc(C(c2nnnn2C2CCCCC2)N2CCc3ccccc32)cc1 (stereo unspecified) | 0.53 | -0.28 | 0.54 | -0.59 | i | 23 | -0.53 | 1513 | 38 | 10 | 10% | i | 2.9 | 1230 | 2.9 | 2.1 | 14 | 3%
CCc1ccc(Nc2nnc(SCC(=O)c3ccc4c(c3)NC(=O)CO4)s2)cc1 | -0.98 | -0.014 | -0.35 | 1 | i | 14 | 0.28 | 1294 | 5 | 7 | 0% | i | 0.5 | 1500 | 1.7 | 2.0 | 9.5 | 3%
Clc1ccc(-c2ccc(CNCC3CCCO3)o2)cc1 (stereo unspecified) | 0.13 | -0.22 | 0.049 | 0.75 | . | . | -0.89 | 1140 | . | . | . | i | 2.2 | 1263 | . | . | . | .
COc1ccc(C(=O)C2CCCN(Cc3ccc4nonc4c3)C2)c(OC)c1 (stereo unspecified) | -0.54 | -0.26 | -0.46 | 0.32 | i | 18 | -0.1 | 1484 | 12 | 14 | 11% | i | -1.0 | 935 | 3.3 | 2.7 | 4.9 | -10%
CCn1c(=O)cc(NC2=NCC(C)CN2c2cccc(Cl)c2)n(C)c1=O (stereo unspecified) | -0.44 | -0.21 | -0.019 | 0.22 | i | -58 | 0.5 | 1168 | -12 | -35 | -2% | i | -1.0 | 784 | 3.3 | 2.8 | 15 | 6%
O=C(Nc1ccc2c(c1)OCCO2)c1cccc(S(=O)(=O)N2CCOCC2)c1 | -0.54 | -0.2 | -0.22 | 0.61 | i | -4 | -0.04 | 1212 | -10 | -10 | -6% | i | -4.7 | 982 | 1.1 | 1.6 | 6.3 | -4%
Cc1ccc(NC(=O)O/N=C/c2cccc([N+](=O)[O-])c2)cc1 | 1.3 | -0.27 | 1 | -1.3 | i | -6 | -0.01 | 1616 | -24 | 3 | 7% | i | 1.7 | 1008 | 4.6 | 3.0 | 8.6 | 9%
O=[N+]([O-])c1cc(Cl)ccc1N1CCN(c2cccc(C(F)(F)F)c2)CC1 | 0.35 | -0.28 | 0.016 | 0.14 | i | -1 | -0.89 | 1447 | 29 | -13 | 8% | i | 0.6 | 1104 | 2.4 | 2.2 | 4.6 | 10%
Cc1ccc(-c2nc(CS(=O)CC(=O)NC3CCCC3)c(C)o2)cc1 (stereo unspecified) | -0.52 | -0.083 | -0.11 | 0.12 | i | 12 | -0.79 | 655 | -7 | 0 | -8% | i | . | . | 2.6 | 4.2 | 11 | -13%
O=C(Nc1ccc(Br)cc1)/C(=C/c1cccc([N+](=O)[O-])c1)NC(=O)C1CCCCC1 | 0.068 | -0.44 | -0.11 | -0.099 | i | -1 | . | . | 21 | 4 | 17% | i | -15 | 1192 | 0.7 | 0.7 | 6.8 | 8%
Cc1ccccc1C=Nc1ccccc1C(N)=O | 3.3 | 0.15 | 2.2 | -2.8 | ? | . | 0.27 | 1050 | -8 | -21 | -8% | ? | 28 | 128 | 22* | 36* | 27* | -3%
COCCn1c(C)c(C(=O)O)sc1=S | -0.2 | -0.19 | 0.21 | 0.88 | i | 1 | 0.54 | 1173 | -5 | -14 | 3% | i | -0.5 | 1070 | 2.6 | 1.4 | 1.5 | -1%
O=C(COc1c(CO)cc(Br)cc1CO)NC1CCCc2ccccc21 (stereo unspecified) | 0.019 | -0.33 | 0.17 | -0.044 | i | 5 | . | . | -4 | 16 | -14% | i | -4.6 | 1024 | 2.2 | 3.4 | 7.4 | -14%
COc1ccc(Cc2nc(C(=O)Nc3ccc(OC)cc3)cs2)cc1 | -1.2 | -0.019 | -0.7 | 0.87 | i | 5 | -0.26 | 852 | -35 | -27 | 9% | i | 5.0 | 1050 | 0.8 | 1.9 | 12 | 7%
COC(=O)C(Cc1ccccc1)NC(=O)CNS(=O)(=O)c1ccc(Br)cc1 (stereo unspecified) | -0.62 | -0.39 | -0.02 | 0.55 | i | 8 | -0.21 | 1328 | -19 | -8 | -15% | i | 0.3 | 1066 | 3.0 | 2.4 | 6.0 | -8%
CCOc1ccc(CN2CCN(Cc3ccon3)CC2CCO)cc1 (stereo unspecified) | -0.34 | -0.18 | -0.25 | -0.16 | i | -3 | -0.61 | 1478 | 12 | 7 | 4% | i | 0.0 | 974 | 1.7 | 1.9 | 9.5 | -4%

High-throughput results (PubChem)
